High-throughput results from PubChem.
FLuc act counter = FLuc activators, initial screening, artefact control for FLuc-dependent activation tests, biochemical, ATPlite luminescence | ATPlite luciferase biochemical, 10 min; 0 = ATP-free wells, 1 = DMSO control | activation factor at 10 µM | 200,000 tested, under 10 active;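 active means luciferase activation factor, scaled between plate controls, of at least 2 with compound at 10 µM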
Target sequence (P08659 whole entry, looked up): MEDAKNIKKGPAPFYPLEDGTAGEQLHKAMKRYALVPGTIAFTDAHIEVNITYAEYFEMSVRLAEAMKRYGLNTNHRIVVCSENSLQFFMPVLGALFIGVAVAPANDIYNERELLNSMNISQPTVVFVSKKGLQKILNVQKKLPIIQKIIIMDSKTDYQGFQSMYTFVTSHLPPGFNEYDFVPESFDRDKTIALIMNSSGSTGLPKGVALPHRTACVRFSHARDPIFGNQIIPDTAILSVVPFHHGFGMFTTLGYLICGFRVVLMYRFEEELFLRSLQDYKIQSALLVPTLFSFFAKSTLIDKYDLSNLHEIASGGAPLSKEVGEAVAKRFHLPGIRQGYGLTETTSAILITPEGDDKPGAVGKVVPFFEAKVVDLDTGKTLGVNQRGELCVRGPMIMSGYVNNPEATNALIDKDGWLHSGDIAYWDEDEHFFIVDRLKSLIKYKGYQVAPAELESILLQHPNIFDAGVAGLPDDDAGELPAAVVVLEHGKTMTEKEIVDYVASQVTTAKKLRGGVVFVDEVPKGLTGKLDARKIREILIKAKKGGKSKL
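System: cell-free luciferase reagent; medium: PBS as buffer for the ATP substrate; doses: test compounds dosed from 2 mM stocks in 100% DMSO; incubation: 10 min, room temperature; measured by: luminescence from luciferase reaction; read-out: luciferase activation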
STAT1 act = STAT1 signaling activators, primary screen, cell-based, HTS, luciferase reporter; AID 932, 2007; NIH 3T3 STAT1-luciferase reporter, IFN-gamma, luminescence; 100% = IFN-gamma alone, no compound; activation (% of control), % at 5.5 µM; 200,000 compounds, 2.6% hits;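 active means activation above the screen-wide mean activation plus 3 SD, cut at about 130% in these data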;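 further: raw ratio to IFN-gamma control signal so 100% means no change and 0% no light; values of inactives mirror those of a sister screen read the other way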
APP 5UTR inh = inhibitors of APP translation via 5'UTR reporter, primary screen, APP 5'UTR luciferase, SH-SY5Y cells; SH-SY5Y APP 5'UTR-luciferase reporter, luminescence; inhibition, % at 2 µM; 190,000 compounds, 0.82% hits; AID 1285, 2008;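 active means inhibition above a set limit, derived from the sample mean plus 3 SD, cut at about 45% in these data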; further: values of inactives mirror those of a sister screen read the other way
Hsp70 act = Hsp70 transcriptional activators, primary screen, cell-based, HeLa, Hsp70 promoter luciferase, luminescence, 10 µM; HeLa Hsp70 promoter luciferase reporter; scaled: vehicle 0, proteasome-inhibitor control 100%; AID 1203, 2008; 200,000 compounds, 0.04% hits; activation, % at 10 µM;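 active means activation above the mean across all tested compounds plus 3 SD, cutoff set per campaign, cut at about 5.5% in these data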;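 further: 100% = MG132 at 30 µM as the positive control and 0% = DMSO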
NF-kB neuron act = activators of NF-kB expression in neurons, primary screen, cell-based, HTS | 190,000 compounds, 1.6% hits | fold change at 12.5 µM | human neuronal cells, NF-kB reporter expression; active compounds read high; in the data active means fold change above about 3.3
G6PDH counter = L. mesenteroides G6PDH inhibitors, counter-screen for G6PDH-coupled screening assays, biochemical, Leuconostoc mesenteroides enzyme; glucose-6-phosphate dehydrogenase [Leuconostoc mesenteroides]; Purified L. mesenteroides G6PDH, diaphorase/resazurin coupled fluorescence, 45 min; inhibition, % at 5 µM; 200,000 compounds, 0.12% hits; AID 1020, 2008; in the data active means inhibition above about 50%
APP 5'UTR act = activators of APP 5'UTR luciferase reporter, primary screen, SH-SY5Y cells; 190,000 compounds, 1% hits; activation, % at 2 µM; SH-SY5Y APP 5'UTR luciferase reporter, luminescence; zero percent = DMSO vehicle wells;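 active means activation above a set limit, based on mean plus 3 SD of controls, cut at about 140% in these data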; further: values of inactives mirror those of a sister screen read the other way
Efa HMGR inh = inhibitors of E. faecalis class II HMGR, primary screen, biochemical, Enterococcus faecalis | HMG-CoA reductase (Enterococcus faecalis, mvaE) | purified E. faecalis HMGR, NADPH absorbance 340 nm kinetic | inhibition, % at 10 µM | 190,000 compounds, 0.41% hits | AID 1066, 2008;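 active means inhibition above a set limit, the median over all tested compounds plus 3 SD, cut at about 9.5% in these data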;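 further: enzyme runs in reverse so mevalonate oxidation gives rising NADPH absorbance; 0% = complete reaction with DMSO and 100% = background rate lacking mevalonate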
FLuc inhib CS = firefly luciferase enzyme inhibitors, primary screen, artefact control for luciferase-based inhibitor screens, biochemical, luminescence, ATPLite; Luciferin 4-monooxygenase (Photinus pyralis), P08659; 10 min; inhibition, % at 10 µM; 200,000 compounds, 1.5% hits;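 active means inhibition above about 50% when tested at 10 µM, limit read from the data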
DTT redox prof = compounds producing H2O2 with reducing agent – biochemical, NIH compound library profiling, artefact control for MLSCN library redox annotation, primary screen. 200,000 compounds, 0.03% hits. AID 878, 2007. DTT-dependent redox cycling H2O2, phenol red/HRP absorbance; 100% = 100 µM peroxide control, 0% = buffer. activation, % at 10 µM;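 active means activation of at least 50% relative to the plate's high and low controls in the primary single-dose screen; inactive means activation below 50%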;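 further: compound incubated with DTT at 0.8 mM final as the reducing agent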
Starred values were filed as active, the others as inactive; . = not tested or not shown.

SMILES	FLuc act counter	STAT1 act	APP 5UTR inh	Hsp70 act	NF-kB neuron act	G6PDH counter	APP 5'UTR act	Efa HMGR inh	FLuc inhib CS	DTT redox prof
COc1ccc(N2C(=O)CC(NC3CC3)C2=O)cc1 (stereo unspecified)	1.1	100	7	0.1	1.1	12	-7	6	-8	0.1
NC(=O)c1c(Nc2nc3c(F)cccc3s2)sc2c1CCCC2	1	99	-10	-0.2	1	-20	10	-6	0	0.7
Cc1ccc(NC2=C([N+](=O)[O-])CS(=O)(=O)C2)cc1	1	104	8	-0.4	1.2	-6	-8	1	-2	0.2
O=C(Cn1cc(C(F)(F)F)ccc1=O)N/N=C/c1ccc(Cl)cc1Cl	1	116	-4	-0.3	1.2	11	4	-2	-4	-0.1
O=C(OCc1cc2ccccc2[nH]c1=O)c1ccccc1	1	99	-2	0.0	1.2	-4	3	-4	0	0.1
S=C(NCc1ccccc1)NCC1COc2ccccc2O1 (stereo unspecified)	1.1	96	-4	0.3	1.1	0	4	-5	-6	1.8
COc1ccccc1OCC(=O)Nc1ccc(O)cc1C(=O)O	1	99	12	-0.2	1	-4	-12	-5	-2	0.1
CC12C(=O)N(c3ccc(C(=O)N4CCOCC4)cc3)C(=O)C1C1c3ccccc3C2c2ccccc21 (stereo unspecified)	1	102	20	0.2	1.1	9	-20	3	-3	0.1
CCCCNC(=O)c1[nH]c(C)c(C(C)=O)c1C	1	109	-24	-0.1	1.2	7	24	-3	-4	0.1
Cc1cc(C(=O)NN=C2C3CC4CC(C3)CC2C4)c2ccccc2n1	1	104	76*	-0.2	1	6	-76	0	-2	1.8
Cc1ccc(Cl)cc1N1CCN(C(=S)NCc2ccco2)CC1	1	95	-9	0.4	0.41	2	9	-3	-4	-0.2
CS(=O)(=O)N(CCc1ccccc1)CC(=O)N1CCN(c2ccccc2)CC1	1	97	-8	-0.2	0.81	-1	8	0	-4	3.8
COc1ccc(CC(=O)NC(C)CCc2ccccc2)cc1 (stereo unspecified)	1.1	101	19	0.1	1	0	-19	1	-6	0.1
O=C(Oc1ccc2c(c1)CCC2)N1CCOCC1	1	125	-44	0.2	1.7	-6	44	-3	1	1.1
COc1ccc(NC(=S)Nc2cccc([N+](=O)[O-])c2)cc1	1	98	-20	-0.1	1.1	6	21	-4	1	3.5
Cc1cnc(-c2nnc(N(C)C(=O)C3CCOC3)s2)cn1 (stereo unspecified)	1.1	97	-21	-0.2	2.6	0	21	3	-9	0.1
CC(C)(C)N/N=C/c1cc(Cl)cc([N+](=O)[O-])c1O	1	94	15	0.1	0.99	12	-15	-1	3	-0.5
Cc1cccc(NC(=O)CCCCCN2C(=O)c3ccccc3C2=O)n1	1	99	-19	0.3	1.2	26	19	1	0	1.3
CCOC(=O)c1c(=O)n(O)c2ccc(OC)cc2[n+]1[O-]	1	102	-11	0.1	1.1	4	11	-2	-5	0.0
COc1ccc(NC(=O)C2CCCN(c3c4c(nc5ncnn35)CCC4)C2)cc1 (stereo unspecified)	1	88	7	-0.2	0.98	8	-7	0	2	0.2
CCn1c(CNc2ccc(F)cc2)nnc1SCC(=O)OC1CCCCC1	1.1	98	-11	-0.1	1.1	-4	11	-5	-5	-0.5
CCN(CC)C(=O)CS(=O)(=O)CC(=O)Nc1cc(OCCOC)c(Cl)cc1Cl	1	94	-7	0.1	0.92	4	7	0	-4	-1.3
CC1Cc2ccccc2N1C(=O)Cn1c(=O)cc(O)c2ccccc21 (stereo unspecified)	1	100	10	0.0	0.55	6	-10	-5	-1	1.2
CCCCn1c(CNC(=O)CCC)nc2ccccc21	1.1	95	-5	0.0	1	-2	5	-6	-6	-0.6
CCN(CC)S(=O)(=O)c1cccc(C(=O)OCC(=O)NC(C)c2ccccc2)c1 (stereo unspecified)	1.1	100	-31	-0.2	1.2	-1	31	-1	-8	-1.2
COc1cc(C(=O)NCCc2ccc(S(=O)(=O)N3CCCC3)cc2)cc(OC)c1OC	1	96	18	-0.1	1	9	-18	-5	-3	-0.2
CCOC(=O)N1CCN(C(=O)Cn2ccc3c(OC)cccc3c2=O)CC1	1	88	20	0.0	1.1	10	-20	-5	-2	-0.6
COc1ccc(C)cc1NC(=O)C(OC(=O)CNC(=O)c1ccc(Br)cc1)c1ccccc1 (stereo unspecified)	1.1	88	13	-0.3	0.99	16	-13	2	-6	0.3
Cc1ccc(C)n1-c1cccc(C(=O)O)c1	1	.	.	.	1	3	.	1	0	.
O=C1C2C3C=CC(CNS(=O)(=O)c4ccccc4[N+](=O)[O-])(O3)C2C(=O)N1c1ccccc1 (stereo unspecified)	1.1	95	-4	0.1	0.98	3	4	-1	-5	0.0
Cc1cc(C)c2c(n1)nn1c(N3CCN(c4ccccc4)CC3)cc(C)nc21	1	102	-2	-0.4	0.94	8	2	-3	-2	0.1
O=C(Nc1cccc(Cl)c1)/C(=C\c1cccnc1)NC(=O)c1ccco1	1	92	-10	0.2	0.85	6	9	-4	-4	-0.1
Cn1c(SCC(=O)OC2CCCCC2)nnc1-c1ccco1	0.9	96	4	0.1	1.4	7	-3	-2	13	0.7
COC(=O)CSc1nc(C)cc(C)c1C#N	1	100	3	-0.3	1.1	10	-3	3	-5	-0.9
O=C(Nc1ccc2c(c1)nc1n2CCOC1)c1ccco1	0.5	121	-47	-0.1	1.7	-3	47	-2	48	-0.7
N/C(=N\OC(=O)COc1ccc(Cl)cc1Br)c1ccncc1	0.8	157*	-120	-0.1	5.8*	9	120	-5	16	0.7
CCc1ccc(NC(=O)CSCc2ccc(C(=O)O)cc2)cc1	0.9	109	-1	-0.1	.	15	1	21*	7	-0.7
O=C(OCc1ccccc1)Oc1cncc(C(=O)O)c1	1	106	8	0.2	1.1	-1	-8	-4	-3	0.3
Cc1ccc(C)n1-c1ccc(NC(=O)c2ccccc2)cc1	0.7	117	4	-0.3	1.5	-4	-4	6	32	0.8
O=C(CN1C(=O)C(=O)c2ccccc21)NC1CCCCC1	1.1	102	-10	0.1	0.85	9	10	-2	-8	-2.3
CCN1CCN(c2cc3c(cc2F)c(=O)c(C(=O)O)cn3C2CC2)CC1	1.1	103	-10	-0.4	1.2	22	10	-1	-6	0.1
CC1(C)C(c2ccc(Cl)cc2)=[N+]([O-])C2(CCCC/C2=N\O)N1O (stereo unspecified)	1.1	100	-19	-0.1	1.1	2	19	-2	-6	-0.1
CCOc1ccccc1/C=C/C(=O)c1ccc(Cl)cc1	1	99	-8	-0.2	2	8	8	2	-2	-0.3
CCOCCCN(C(=O)Cn1nnc(-c2ccc(OC)c(OC)c2)n1)C(CC)C(=O)NC1CCCC1 (stereo unspecified)	1	101	-7	-0.1	1	3	7	2	-2	-0.5
O=[N+]([O-])c1ccn(-c2nc(-c3cccs3)cc(C(F)(F)F)n2)n1	1.1	93	-1	0.3	1.1	7	1	-2	-10	-0.1
O=C1Nc2cc(Cl)c(Cl)cc2N(O)N1c1ccc(Cl)c(Cl)c1	1	92	-9	0.1	1.4	8	9	2	-1	2.5
O=C(COC(=O)Cc1ccc(Cl)cc1Cl)Nc1ccccc1OC(F)F	1.1	94	-3	-0.1	1.2	14	3	-1	-7	-0.7
CCOc1cc(/C=N\NC(=O)c2ccc(NC(=O)C(C)(C)C)cc2)ccc1OC(=O)c1ccc(C)cc1	1	102	-4	-0.1	1.2	-2	4	-5	-2	-17
O=C(NCCCN1CCOCC1)c1cc(C(=O)C2CCCCC2)c[nH]1	1	99	-16	-0.2	0.99	13	16	3	-2	-1.8
Cc1ccc(C(=O)NC2CCN(S(=O)(=O)c3ccc(C)cc3)CC2)cc1	1	105	10	-0.2	1.1	14	-10	-2	-5	-0.8

The last 2 records of the part above open the next one:
SMILES	FLuc act counter	STAT1 act	APP 5UTR inh	Hsp70 act	NF-kB neuron act	G6PDH counter	APP 5'UTR act	Efa HMGR inh	FLuc inhib CS	DTT redox prof
O=C(NCCCN1CCOCC1)c1cc(C(=O)C2CCCCC2)c[nH]1	1	99	-16	-0.2	0.99	13	16	3	-2	-1.8
Cc1ccc(C(=O)NC2CCN(S(=O)(=O)c3ccc(C)cc3)CC2)cc1	1	105	10	-0.2	1.1	14	-10	-2	-5	-0.8
CN1CCN(c2nc(-c3ccccc3)ncc2S(=O)(=O)c2ccccc2)CC1	1	99	-13	-0.2	0.96	0	13	-6	-1	-1.0
CSc1nnc(C)c(/C=C/Nc2ccc(F)cc2F)n1	1	101	5	0.0	1.7	-6	-5	-4	-3	0.2
CCn1c(SCC(=O)Nc2nc(C)cs2)nnc1-c1ccco1	1.1	106	6	-0.4	0.84	-6	-6	0	-8	1.1
c1ccc(C2=Nn3c(nnc3-c3n[nH]c4c3CCC4)SC2)cc1	1	89	-4	0.2	1.4	7	4	2	-3	1.2
Cc1ccc(/C=C/C(=O)N2CCC(Cc3ccccc3)CC2)cc1	1	93	-26	-0.1	1	-16	26	1	2	-0.1
Cc1ccc2nc(SCC(=O)NCC3CCCO3)c(C#N)cc2c1 (stereo unspecified)	1	112	-11	-0.2	1	6	11	0	-4	-0.8
O=C(c1ccco1)N1CCN(S(=O)(=O)c2cccc(C(F)(F)F)c2)CC1	1	102	-6	-0.6	1.2	1	6	0	-2	-1.0
CC1CN(C)C(C)CC1NCc1ccc2c(c1)OCO2 (stereo unspecified)	1.1	102	12	-0.3	1.1	5	-12	4	-11	-0.4
Cc1ccccc1N=Nc1c(C)[nH]n(-c2ccccc2)c1=O	1	113	7	-0.3	1.3	11	-7	-6	-3	0.3
CC1CCN(S(=O)(=O)c2ccc(S(=O)(=O)NCc3cccnc3)cc2)CC1	1.1	98	-1	-0.2	1.1	5	1	-2	-7	-0.2

Structural class, the entries above with a cyano group.
SMILES	FLuc act counter	STAT1 act	APP 5UTR inh	Hsp70 act	NF-kB neuron act	G6PDH counter	APP 5'UTR act	Efa HMGR inh	FLuc inhib CS	DTT redox prof
COC(=O)CSc1nc(C)cc(C)c1C#N	1	100	3	-0.3	1.1	10	-3	3	-5	-0.9
Cc1ccc2nc(SCC(=O)NCC3CCCO3)c(C#N)cc2c1 (stereo unspecified)	1	112	-11	-0.2	1	6	11	0	-4	-0.8

(continued)
SMILES	FLuc act counter	STAT1 act	APP 5UTR inh	Hsp70 act	NF-kB neuron act	G6PDH counter	APP 5'UTR act	Efa HMGR inh	FLuc inhib CS	DTT redox prof
CC(C)NC(=O)CN1CCN(Cc2nc(C(c3ccccc3)c3ccccc3)no2)CC1	1.1	110	-2	-0.2	1.1	13	1	-7	-8	-0.8
CCOCCCNC(=O)N1CCOCC1	1	101	-12	0.2	1.3	-3	12	-5	-3	1.8
O=C(CC1Oc2ccccc2NC1=O)NCCCN1CCCC1=O (stereo unspecified)	1.1	99	13	-0.2	0.94	7	-13	-2	-7	-0.4
O=[N+]([O-])c1ccc2c(c1)c(-c1ccccc1)nc1nncn12	1.1	102	2	-0.2	0.84	4	-2	-3	-5	0.1
NC(=O)c1ccc(-n2c(CCC(=O)O)ccc2-c2cccs2)cc1	0.9	100	-8	-0.2	.	-5	8	-2	6	-0.5
